# Compound activity from PubChem BioAssay.
# HepG2 viability: kills HepG2 cells in TGF-b inhibitor counter-screen; HepG2 CAGA-GFP viability, ATP luminescence, 18 h; Potency, µM (top dose mostly 46.1 µM), for inactives: top-dose activity change, negative = cytotoxicity, most hits filed as cytotoxic; 410,000 tested, 0.76% active; also: potency is read from the fitted curve at half-maximal effect; some results filed as inactive show a strong effect at the top dose
#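 HepG2 CAGA-GFP cells (1000/well, DMEM with 1% FBS) received compound, then TGF-beta at 500 pg/mL final, and were incubated 18 hours at 37 degrees C. Viability was read by CellTiter-Glo luminescence. Media-only wells were set as complete cell-killing and DMSO as no toxicity.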
# Nrf2 block: blocks Nrf2 signaling | A549 ARE-Fluc reporter, luciferase luminescence, 18-24 h | Potency, µM (top dose mostly 46 µM), inactives show at the top dose activity change, negative = inhibition, hits mostly inhibitors | 360,000 tested, 2.1% active | AID 504444; also: potency is read from the fitted curve at half-maximal effect; % is scaled to controls: 0 for no effect and ±100 for the full control effect; nearly all actives have a fitted effect of over 60% in size
#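 Cells were seeded and rested 2 h, then exposed to compounds for 18-24 h. CellTiter-Fluor was read first as a viability measure. BugLite was added 15 min before the final luminescent read of ARE-luciferase activity in A549 cells.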
# Nrf2 activator: activates Nrf2 signaling | AREc32 ARE-luciferase reporter (MCF7-derived line), luminescence, 24 h | 410,000 tested, 0.31% active | AID 624171 | Potency, µM (titrated, usually from 46.1 µM), without a hit: at the highest dose activation, actives largely listed as activators; also: potency is read from the fitted curve at half-maximal effect; % of control where 0% means no effect; nearly all actives have a fitted effect of over 65% in size
#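 Steps: seed AREc32_Fluc cells (1000/well, 5% FBS OPTI-MEM); incubate overnight at 37 deg C; add 23 nL compound; incubate 24 hr; add Steady-Glo; hold 30 min RT; read luminescence.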
# ATXN viability: cell viability loss in ATXN counter-screen | S2 cells (HEK-293 line with an ATXN2-luciferase reporter) viability, CellTiter-Fluor protease fluorescence, 24 h | 400,000 tested, 0.49% active | Potency, µM (titrated, usually from 56.7 µM), actives largely listed as cytotoxic; also: potency is read from the fitted curve at half-maximal effect; nearly all actives have a fitted effect of over 40% in size
# TGFb inhibitor: inhibitors of TGF-b signaling; HepG2 CAGA-GFP TGF-b/SMAD3 reporter, GFP fluorescence, 18 h; TGF-beta stimulated, 500 pg/mL final; Potency, µM (top dose mostly 46.1 µM), inactives show at the top dose activity, negative = inhibition, usual class: inhibitors; 410,000 tested, 1.2% active; also: potency is read from the fitted curve at half-maximal effect; % is scaled to controls: 0 for no effect and ±100 for the full control effect; nearly all actives have a fitted effect of over 65% in size
#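 Inhibition was scored as loss of TGF-beta-induced (500 pg/mL final, 18 hours, 37 degrees C) GFP in HEPG2 cells carrying a CAGA-GFP reporter, in DMEM with 1% FBS. Well GFP was summed per cell; Activity was normalised to unstimulated and stimulated DMSO wells, then concentration-response fitting.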
# MCF10A rerep: inducers of DNA re-replication in MCF 10A breast cells. MCF 10A DNA re-replication, Hoechst nuclear intensity, 48 h. Potency, µM (highest dose often 46.1 µM), without a hit: at the top dose activity, positive = re-replication, most hits filed as activators. 350,000 tested, 2.9% active. AID 624296; also: potency is read from the fitted curve at half-maximal effect; % of control where 0% means no effect; nearly all actives have a fitted effect of over 50% in size
# IL1B secr inh: blocks inflammasome-driven IL-1 beta release. THP-1 LPS/ATP IL-1B secretion, AlphaLISA, 16 h; stronger effect = lower value. activity change, % at 57.5 µM. 360,000 tested, 4.7% active. AID 743279; in the data active = activity change below about -50%; inconclusive = mostly about -30% to -49%; also: % is scaled to controls: 0 for no effect and ±100 for the full control effect
#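 THP-1 cells pretreated 1 hr with compounds (up to 57.5 uM final), then stimulated with LPS (250 ng/mL final) plus ATP (1.25 mM final); secreted IL-1B measured by AlphaLISA after 16 hr, decreased signal indicating inhibition.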
# ATXN2 expr inh: ATXN2 expression inhibition. HEK-293 ATXN2-luciferase reporter, luminescence, 24 h. Potency, µM (series often up to 57 µM), for inactives: top-dose activity change, negative = inhibition, usual class: inhibitors. 360,000 tested, 0.72% active; also: potency is read from the fitted curve at half-maximal effect; % is scaled to controls: 0 for no effect and ±100 for the full control effect; nearly all actives have a fitted effect of over 55% in size
#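 qHTS (up to 57 uM final) was run with 24 h compound exposure of reporter cells at 37 °C. Each well was multiplexed: SteadyGlo luminescence measured ATXN2-luciferase expression after a fluorogenic Gly-Phe-AFC viability readout (25 uM final).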
# A549 viability: counter-screen for Nrf2 inhibitors: cytotoxicity in A549 cells; A549 ARE-Fluc cells, CellTiter-Fluor viability, 18-24 h; Potency, µM (highest dose often 46 µM), for inactives: at the top dose activity change, negative = cytotoxicity, most hits filed as inhibitors; 390,000 tested, 0.16% active; also: potency is read from the fitted curve at half-maximal effect; % is scaled to controls: 0 for no effect and ±100 for the full control effect
#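 A549 ARE_Fluc cells in 5% FBS OPTI-MEM were exposed to compounds in concentration-response for 18-24 h at 37 deg C. Viability was read by CellTiter-Fluor fluorescence (Ex 405/Em 525) after 30 min, before the luciferase read.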
# Numbers without * were called inactive; i = inactive; ? = inconclusive; · = not tested or not shown; & = joins results of further samples; [ ] = dose if it differs, or a comment. Unless noted, calls follow the shape of the dose curve; as a rule, active = well fitted curve in the direction sought with a large enough effect; inconclusive = small, poorly fitted or top-dose-only effect, or another doubt; inactive = no such curve, though single readings can be large; an effect the other way counts as inactive or inconclusive.
# Values in the order: HepG2 viability, Nrf2 block, Nrf2 activator, ATXN viability, TGFb inhibitor, MCF10A rerep, IL1B secr inh, ATXN2 expr inh, A549 viability
COc1ccc(OC)c(COC(=O)c2cccc(S(=O)(=O)N3CCCCC3)c2)c1
→ 0%, -24%, 2.3%, i, -13%, ?, 0, -25%, 5%
Nc1cc(=O)[nH]c(SCC(=O)Nc2cccc(Cl)c2Cl)n1
→ -6%, -7%, 0.2%, i, -5%, 4%, 18, ·, 3%
CN(C(=O)COC(=O)c1cccc(S(=O)(=O)N2CCCCC2)c1)C1CCS(=O)(=O)C1 (stereo not given)
→ -8%, -12%, 0.4%, i, 8%, -12%, 2, 1%, 0%
CN1CCN(C(=O)CSc2nc3c(c(=O)n(C)c(=O)n3C)n2C)CC1
→ 7%, 20%, -0.7%, i, -22%, -1%, 7, -3%, 3%
Nc1ncnc2c1ncn2[C@@H]1O[C@H](CCC(=O)NCc2ccccc2)[C@@H](O)[C@H]1O
→ 1%, ·, 0.1%, i, 5%, ·, 24, 14%, ·
Cc1nc(NC(=O)c2ccc(Cl)cc2)sc1Cc1ccc2c(c1)OCO2
→ -35%, ?, 1.3%, i, ?, 2.9µM*, -7, -9%, -13%
COc1ccc(OC)c(S(=O)(=O)NC(=O)C2(C)CCN2C(=O)c2ccco2)c1 (stereo not given)
→ 2%, ·, 0.2%, i, 4%, ·, 3, 12%, ·
Cc1cccc(NC(=O)c2ccc(S(=O)(=O)N3CCN(C)CC3)cc2)c1C
→ 5%, -12%, -0.1%, i, 9%, ?, -8, -5%, -1%
CCCC(=O)Nc1sc2c(c1C#N)CCCC2
→ 2%, ·, 8.1%, i, 24%, 6%, -2, 19%, 6%
O=c1c2cc(-c3ccccc3)sc2ncn1-n1cccc1
→ -14%, ?, 0.5%, i, 0%, 12%, -8, 37%[activator], 1%
Cc1cccc(OCC(=O)Nc2nc(-c3ccncc3)cs2)c1
→ -14%, ?, -0.8%, i, 0%, 1%, 47, -2%, 4%
CCOC(=O)CC(=O)CSc1nc2c(sc(=S)n2-c2ccc(OCC)cc2)c(=O)[nH]1
→ 4%, -10%, 0.0%, i, ?, 2%&20%, -53*, -23%, -5%
Cc1c(CCO)c(=O)n(C)n1C(=O)c1ccc(F)cc1
→ -3%, 2%, 0.1%, i, -2%, -2%, -6, 6%, -4%
O=C(Cn1c(=O)sc2ccccc21)N1CCOCC1
→ -4%, -25%, -0.7%, i, 0%, 27%, 11, -3%, -4%
O=C1CC(c2ccccc2)Sc2nc(-c3ccccc3)c(-c3ccccc3)n21 (stereo not given)
→ 0%, 5%, -0.6%, i, 1%, 24%, 1, -10%, 2%
CCOc1cc(/C=C/C(=O)c2ccc(O)cc2)ccc1OCC(=O)N(C)C
→ -9%, -13%, ?, ?, 12%, ?, -103*, -17%, -14%
COc1ccc(OC)c(NC(=O)CCN2CCN(c3ccccc3)CC2)c1
→ -22%, 11%, 0.1%, i, -6%, -3%, 7, -6%, 0%
CC(OC(=O)CCc1nc2ccccc2[nH]c1=O)C(=O)c1ccccc1 (stereo not given)
→ -7%, 6%, 0.3%, i, 0%, -16%[0.0737 µM], -1, -4%, -5%
CCOc1ccc(NC(=O)NNC(=O)COc2ccc3ccccc3c2)cc1
→ -4%, 7%, 0.2%, i, 9%, 0%, -3, 1%, 8%
CC(NS(=O)(=O)/C=C/c1ccccc1)c1ccccc1 (stereo not given)
→ 0%, -13%, -0.6%, i, -1%, -1%, 7, 12%, 1%
Cc1c(Cl)cccc1-c1ccc(CNCCSc2nnnn2-c2ccccc2)o1
→ -24%, 6%, 12%, i, ?, ·, ·, 0%, 11%
CC1=NN(c2ccccc2)C(=O)/C1=C/c1cc(C)n(C2CC2)c1C
→ -7%, 11%, -0.6%, i, 2%, -1%, 0, 12%, -3%
COC(=O)c1c(NC(=O)COC(=O)CCS(=O)(=O)c2ccc(C)cc2)sc(C)c1C
→ -6%, -3%, 0.1%, i, -4%, 5%, 30, 2%, -19%
CCOc1ccc(S(=O)(=O)n2cc(-c3ccccc3)c(N)n2)cc1
→ -29%, ?, -0.6%, i, -2%, -6%, 5, 2%, 4%
O=C(CCl)N1N=C(c2cccs2)CC1c1ccco1 (stereo not given)
→ -89%, ?, 14%, ·, 11µM*, 18µM*, -100*, 4.2µM*, -14%
Cc1ccc(NC(=O)CN2C(=O)NC(C)(C3CC3)C2=O)c([N+](=O)[O-])c1 (stereo not given)
→ 2%, 4%, -1.0%, i, 3%, -3%, -5, -5%, 0%
O=C(Nc1ccccc1)C1CCN(C(=O)c2ccc([N+](=O)[O-])cc2)CC1
→ 3%, -24%, 0.0%, i, 3%, -2%, -12, ·, -4%
CN(C)S(=O)(=O)c1ccc(NC(=O)COC(=O)C2CC3CCCC(C2)C3=O)cc1 (stereo not given)
→ 5%, 3%, -0.2%, i, 22%, ?, 4, 10%, 5%
C=CCNC(=O)COC(=O)CNC(=O)c1cc(Cl)cc([N+](=O)[O-])c1
→ -12%, 0%, -0.6%, i, -23%, ?, -8, -26%, 1%
COc1ccc(Cc2noc(CN3CCCN(C4Cc5ccccc5C4)CC3)n2)cc1OC
→ -3%, -2%, 0.1%, i, -7%, -1%, -15, -12%, -8%

# As a working copy, two of the compounds above.
# Values in the order: HepG2 viability, Nrf2 block, Nrf2 activator, ATXN viability, TGFb inhibitor, MCF10A rerep, IL1B secr inh, ATXN2 expr inh, A549 viability
COc1ccc(OC)c(COC(=O)c2cccc(S(=O)(=O)N3CCCCC3)c2)c1
→ 0%, -24%, 2.3%, i, -13%, ?, 0, -25%, 5%
Nc1cc(=O)[nH]c(SCC(=O)Nc2cccc(Cl)c2Cl)n1
→ -6%, -7%, 0.2%, i, -5%, 4%, 18, ·, 3%

# Going on with the list:
# Values in the order: HepG2 viability, Nrf2 block, Nrf2 activator, ATXN viability, TGFb inhibitor, MCF10A rerep, IL1B secr inh, ATXN2 expr inh, A549 viability
Cc1snc(S(=O)(=O)/C(C#N)=N\Nc2ccccc2)c1C#N
→ -18%, -13%, 8.8%, i, 2%, 0%, 25, 0%, -10%
CC(C)n1c(CNC(=O)c2ccccc2)nc2ccccc21
→ 4%, 13%, 0.0%, i, -8%, -2%, 26, 19%, 1%
NC(=O)C1CCN(c2cc(Cl)ccc2[N+](=O)[O-])CC1
→ 2%, -4%, 0.9%, i, -2%, -2%, 11, 16%, 0%
Cc1ccc(S(=O)(=O)N(Cc2ccccc2)c2ccccc2C(=O)NCc2ccco2)cc1
→ 1%, 5.2µM*, 7.3%, i, -24%, ?, -94*, ?, ?
COc1ccc(Cn2c(CCC(=O)Nc3ccc(C)c(C)c3)nc3cccnc32)cc1
→ -46%&-23%, -16%&-21%, 3.1%&0.0%, i, ?, 14%, ?, -10%, -7%&-1%
CCOC(=O)c1c(-c2cccc(C)c2)csc1NC(=O)C1CC=CCC1C(=O)O (stereo not given)
→ -9%, ·, 1.5%, i, 0%, 11%, 10, 0%, 0%
Cc1ccc(N(CC(=O)NC(C)C)C(=O)CCC(=O)Nc2ccccn2)cc1
→ 10%, 4%, 0.1%, i, -17%, ?, 8, -1%, -1%
Cc1ccc2nc(C)cc(C(=O)Nc3nccs3)c2c1
→ -19%, 0%, -0.2%, i, 11%, -3%, 23, -3%, -22%
O=C(CN1C(=O)NC(c2ccccc2)(c2ccccc2)C1=O)NCCNCCO
→ 1%, 0%, 1.9%[9.22 µM], i, 0%, -13%, ?, -15%, -7%
Cc1ccccc1C(=O)Nc1ccc2nc(N3CCCCC3)cc(C)c2c1
→ -24%, 6%[9.27 µM], 6.7%, ?, 11%, ·, ·, -8%, -7%
N#Cc1ccc(CSc2ncccn2)cc1
→ -2%, 2%, 0.6%, i, -12%, -3%, 0, 26%, 12%
O=C1CSc2ccc(C(=O)NCCc3ccc(Cl)cc3Cl)cc2N1
→ -34%, -26%, -0.1%, ?, -17%, 22%, -5, ·, -12%
COc1ccc(-c2cnc(C)o2)cc1S(=O)(=O)Nc1ccc(C)c(N(C)C)c1
→ -7%, ·, 5.8%, i, -5%, ·, ·, 5%, 4%
Cc1cccc(CN2C(=O)[C@@H]3Cc4c([nH]c5ccccc45)C(C)(C)N3C2=O)c1
→ -21%, ?, -1.0%, ?, ?, ?, ·, ?, -5%
N#Cc1ccc(-c2csc(NC(=O)c3ccc(N4C(=O)CCC4=O)cc3)n2)cc1
→ -2%, 3%, -0.3%, i, 4%, 7%, 21, -5%, 1%
O=C(NCCCn1ccnc1)C(=O)c1cn(CC(=O)N2CCCCCC2)c2ccccc12
→ 2%, 2%, -0.1%, i, 6%, 0%, 30, 50%[activator], -7%
O=C(NCC(c1ccco1)N1CCCC1)c1cc(S(=O)(=O)N2CCOCC2)ccc1Cl (stereo not given)
→ -23%, 9%, -0.2%, ·, -19%, -2%, -17, ·, 7%
O=C(OCC1CCCO1)c1ccc2c(c1)N(Cc1c(F)cccc1Cl)C(=O)c1ccccc1S2(=O)=O (stereo not given)
→ -3%, 3%, 0.2%, i, -26%, ·, ·, 5%, -7%
Cc1cc(NC(=O)c2ccccc2Cl)ccc1NC(=O)c1ccccc1
→ 0%, -11%, -0.2%, i, -8%, ·, ·, 3%, 0%
O=C(NCc1ccco1)/C(=C/c1ccc(C(F)(F)F)cc1)c1nc2ccccc2[nH]1
→ -25%, ?, ?, i, -3%, 21µM*, -73*, 28%, -1%
COc1cc(C)nc(SCC(N)=O)n1
→ 1%, 0%, -0.4%, i, ?, -5%, -7, 8%, -7%
COC(=O)c1cc(N2C(=O)C3C4C=CC(CC4)C3C2=O)ccc1Cl (stereo not given)
→ -40%, 2%, -0.2%, i, -9%, ?, -16, 11%, 2%
Cc1ccc(N2C(=O)CC(N3CCSCC3)C2=O)c(C)c1 (stereo not given)
→ -9%, -9%, 0.6%, i, -5%, -6%, 9, -2%, -6%
CCC/C(=N\NC(=O)c1cccc(C)c1)c1ccccc1
→ -9%, 11%, 2.3%, i, -5%, 2%, -12, 17%, 1%
